Assay outcomes deposited in PubChem by Johns Hopkins Ion Channel Center.
KCNQ2 inh – KCNQ2 potassium channel inhibitors, primary screen, cell-based, CHO-K1, FluxOR thallium flux, B-score (AID 2156). O88943. 20 min; active compounds read low. B-score at 10 µM. hit rate 1.1% among 310,000;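 active = fluorescence ratio B-score at most minus 3 library SDs, with starting brightness B-score within 2 library SDs, cut at about -5.5 in these data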
Target sequence (O88943 whole entry, looked up): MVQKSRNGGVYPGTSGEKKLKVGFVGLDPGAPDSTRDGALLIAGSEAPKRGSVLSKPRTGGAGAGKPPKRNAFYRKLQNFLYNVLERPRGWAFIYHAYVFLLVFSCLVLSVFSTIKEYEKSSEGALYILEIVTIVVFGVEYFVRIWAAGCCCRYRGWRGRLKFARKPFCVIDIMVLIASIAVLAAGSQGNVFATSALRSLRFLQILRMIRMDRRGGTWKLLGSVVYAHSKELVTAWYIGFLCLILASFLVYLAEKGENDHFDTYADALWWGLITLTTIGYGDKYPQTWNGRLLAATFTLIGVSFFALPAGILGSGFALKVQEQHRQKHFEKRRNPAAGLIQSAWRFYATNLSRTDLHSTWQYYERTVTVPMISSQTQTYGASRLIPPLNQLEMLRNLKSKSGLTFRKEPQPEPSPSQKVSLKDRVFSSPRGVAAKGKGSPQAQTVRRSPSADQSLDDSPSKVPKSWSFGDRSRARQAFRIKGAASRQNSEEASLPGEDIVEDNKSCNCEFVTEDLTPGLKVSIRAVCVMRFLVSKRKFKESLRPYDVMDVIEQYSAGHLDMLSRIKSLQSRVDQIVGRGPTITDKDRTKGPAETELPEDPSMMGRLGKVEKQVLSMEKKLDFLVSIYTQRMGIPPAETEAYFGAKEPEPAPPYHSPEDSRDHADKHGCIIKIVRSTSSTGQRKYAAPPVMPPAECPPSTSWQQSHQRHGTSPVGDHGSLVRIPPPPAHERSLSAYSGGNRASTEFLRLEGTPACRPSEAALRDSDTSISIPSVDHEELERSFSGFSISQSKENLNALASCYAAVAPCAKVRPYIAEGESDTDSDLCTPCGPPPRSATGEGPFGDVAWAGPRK
Kir21 block – blocks the mouse Kir2.1 inward-rectifier potassium channel | P35561 | HEK293-Kir2.1, FluxOR thallium flux fluorescence; active compounds read low | B-score at 10 µM | hit rate 0.85% among 310,000;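 active = fluorescence ratio B-score at or below minus 3 SD of library scores, with starting-brightness B-score within 2 SD, cut at about -4.2 in these data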;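 note: channel flux triggered by added potassium and thallium sulfate stimulus; B-score of peak minus minimum fluorescence over baseline after thallium stimulus; more negative B-score means stronger Kir2.1 block with less thallium influx; some compounds called inactive have numbers as strong as hits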
Active calls of the source: *; i = inactive.

Preview, 5 compounds:
SMILES | KCNQ2 inh | Kir21 block
CCn1nc(NS(=O)(=O)c2ccccc2)c2cc3ccccc3nc21 | i | 1
Cc1ccc(C)c(OCc2cc(C(=O)N3C[C@@H](C)O[C@@H](C)C3)no2)c1 | i | 0.61
COc1ccc(CN2CCC(n3nccc3NC(=O)C3CC3)CC2)c(Cl)c1OC | i | 2.6
COc1ccc(N(CC(=O)NCCc2ccccc2)C(=O)c2csnn2)cc1 | i | 0.82
Cc1cc(C(=O)O)cc(S(=O)(=O)N2CCOCC2)c1C | i | 2.7

The list itself, repeating the preview:
SMILES | KCNQ2 inh | Kir21 block
CCn1nc(NS(=O)(=O)c2ccccc2)c2cc3ccccc3nc21 | i | 1
Cc1ccc(C)c(OCc2cc(C(=O)N3C[C@@H](C)O[C@@H](C)C3)no2)c1 | i | 0.61
COc1ccc(CN2CCC(n3nccc3NC(=O)C3CC3)CC2)c(Cl)c1OC | i | 2.6
COc1ccc(N(CC(=O)NCCc2ccccc2)C(=O)c2csnn2)cc1 | i | 0.82
Cc1cc(C(=O)O)cc(S(=O)(=O)N2CCOCC2)c1C | i | 2.7
O=c1c2cccnc2[nH]c(=S)n1CCCN1CCN(c2ccc(F)cc2)CC1 | i | 0.43
CC(C)CC(NC(=O)OC(C)(C)C)c1cn([C@@H](Cc2ccc(O)cc2)C(=O)N2CCN(C(=O)OC(C)(C)C)CC2)nn1 (stereo not given in full) | i | -0.92
COc1ccc(NC(=O)N2CCCC(c3nc(-c4ccc(OC)cc4)no3)C2)cc1 (stereo not given) | i | 0.35
Cc1ccc(C(=O)/C=C/NNC(=O)c2ccccc2O)cc1 | i | 0.48
CC(=O)c1ccc2c(c1)c1ccccc1n2CC(C)C | i | 0.96

2 records drawn at random from those above, as already listed:
SMILES | KCNQ2 inh | Kir21 block
CC(=O)c1ccc2c(c1)c1ccccc1n2CC(C)C | i | 0.96
COc1ccc(CN2CCC(n3nccc3NC(=O)C3CC3)CC2)c(Cl)c1OC | i | 2.6

(continued)
SMILES | KCNQ2 inh | Kir21 block
NNc1nc2c(-c3cccc(C(F)(F)F)c3)nnn2c2ccccc12 | i | -3.3
CCCCNS(=O)(=O)c1ccc2nc(-c3cccs3)cc(C(=O)NCC(OC)OC)c2c1 | i | 0.11
Cc1ccsc1/C=N/NC(=O)Cc1ccc(Cl)cc1 | i | -0.27
Cc1nnsc1C(=O)NC1CCCc2c1cnn2-c1ccc(F)cc1F (stereo not given) | i | -0.03
CC(=O)Nc1ccc(S(=O)(=O)N2CCC(N3CCCC3)CC2)cc1 | i | 0.47
COc1cc(O)c(C(CCN2CCCC(C)C2)c2cc(OC)c(OC)c(OC)c2)c(OC)c1 (stereo not given) | i | -0.51
COc1ccccc1C(=O)N1CCN(c2nc3cc(C)c(C)cc3cc2C#N)CC1 | i | -1.9
CC(C)Cc1nc2sc3c(c2c(=O)n1N)CC(C)(C)OC3 | i | -0.27
O=C1CCCC2=C1C(c1ccccc1)n1c(s/c(=C/c3cccc(F)c3)c1=O)=N2 (stereo not given) | i | 1
COc1ccccc1C(=O)NC(CCSC)C(=O)OCC(=O)c1ccc[nH]1 (stereo not given) | i | 0
COc1ccc(-n2c(O)c(Cc3ccccc3)c(=O)n3nc(-c4ccccc4)c(=O)cc23)cc1 | i | 1
COc1cccc(NC(=O)c2nc3nc(C)cc(C(F)F)n3n2)c1 | i | 0.41
O=S(=O)(NC1CCCC1)c1ccc(S(=O)(=O)N2CCN(c3ccccc3)CC2)cc1 | i | 1.5
Cc1ccc(NC(=O)COC(=O)Cn2nc(C)c([N+](=O)[O-])c2C)c([N+](=O)[O-])c1 | i | 2.1
COc1ccc(Nc2cc(C)nc(NCc3ccccc3)n2)cc1 | i | -14*
O=C(OCC(=O)N1CCCC1)c1cc(Cl)ccc1Cl | i | 0.99
O=C(NC1CCCC1)c1ccc(COCC(F)(F)F)o1 | i | -0.1
Cc1ccc2nc(NCCCO)nc(-c3ccccc3)c2c1 | i | 0.66
O=C(N[C@@H](Cc1ccccc1)C(=O)N[C@@H](Cc1ccccc1)C(=O)O)OCc1ccccc1 | i | -0.59
CNC(=O)COC(=O)/C=C/c1cn(-c2ccccc2)nc1-c1ccc(C)o1 | i | 0.75

One compound at a time (already shown). Order of values: KCNQ2 inh	Kir21 block
O=C(OCC(=O)N1CCCC1)c1cc(Cl)ccc1Cl in the list: i	0.99
Cc1ccc(NC(=O)COC(=O)Cn2nc(C)c([N+](=O)[O-])c2C)c([N+](=O)[O-])c1 in the list: i	2.1
CNC(=O)COC(=O)/C=C/c1cn(-c2ccccc2)nc1-c1ccc(C)o1 in the list: i	0.75
COc1ccc(Nc2cc(C)nc(NCc3ccccc3)n2)cc1 in the list: i	-14*
COc1cccc(NC(=O)c2nc3nc(C)cc(C(F)F)n3n2)c1 in the list: i	0.41

The list goes on.
SMILES | KCNQ2 inh | Kir21 block
CCC(C)(C)NC(=O)c1cc(S(=O)(=O)N2CCc3ccccc32)cn1C | i | -0.04
COc1ccc2nc(NCCCO)[nH]c2c1 | i | 0.52
O=C(O)c1ccc(NC(=O)c2ccc3c(c2)C(=O)N(CC2CCCO2)C3=O)cc1 (stereo not given) | i | 0.49
CCOC(=O)C1=C(O)C(=O)N(c2ccc(S(N)(=O)=O)cc2)C1c1cccc([N+](=O)[O-])c1 (stereo not given) | i | 0.46
O=C(COC(=O)c1sc2ccccc2c1Cl)NCC1CCCCC1 | i | -2.9
C/C(=N\NC(=S)Nc1cccc(C)c1)c1ccco1 | i | 0.88
O=C(CNc1cccc(S(=O)(=O)N2CCCC2)c1)Nc1cccc(Br)c1 | i | -0.96
COc1ccc(-c2cc3cc(OC)c(OC)cc3c(C)n2)cc1C | i | -0.08
CC1(C)Cc2c(sc(N)c2C#N)C(C)(C)N1 | i | -0.03
Cc1cc(=O)[nH]c(N/N=C/c2ccc(OC(=O)c3cccnc3)cc2)n1 | i | 0.64
O=C(N/C(=C\c1ccc(Br)cc1)C(=O)N1CCOCC1)c1ccccc1Cl | i | -1.1
Cc1ccc(S(=O)(=O)CCC(=O)N(CCCN2CCOCC2)c2nc3ccccc3s2)cc1 | i | -0.88
Cc1cc(Oc2ccccc2)nc(OCC#N)n1 | i | 1
O=C(Nc1ccc([N+](=O)[O-])cc1)N1CCCCC1 | i | 0.22
Cn1cc([N+](=O)[O-])c(C(=O)Nc2ccn(Cc3c(F)c(F)cc(F)c3F)n2)n1 | i | 0.55
O=C(O)CCCCCN1C(=O)C2CCCCC2C1=O (stereo not given) | i | 1.9
COc1cc(OC)c(C(=O)Nc2cccc3ccccc23)cc1OC | i | 0.39
O=C(CSc1nnc(CNC(=O)c2cccs2)o1)Nc1ccccc1 | i | -0.2
O=S(=O)(c1ccccc1)N1CCN=C1SCc1ccc(Cl)cc1 | i | -1.5
COCCN(C(=O)COC(=O)Cc1cccc(OC)c1)c1c(N)n(CC(C)C)c(=O)[nH]c1=O | i | -0.72
C/C(=C\c1ccc(C)o1)C(=O)c1c(C)cc(C)[nH]c1=O | i | -0.05
O=C(COC(=O)/C=C/c1ccccc1)Nc1ccc(Cl)cn1 | i | 1.4
CCN(CC(=O)Nc1cc(S(=O)(=O)N2CCCCC2)ccc1Cl)Cc1ccccc1 | -7.8* | -1.5
CCN(CC)CCn1c(/N=C/c2ccc(OC)c(OC)c2)nc2ccccc21 | i | 0.76
CCOC(=O)c1cccc(NC(=O)C(C)N2C(=O)c3ccccc3C2=O)c1 (stereo not given) | i | -0.44
CC(NC(=O)/C=C/c1ccc(Br)cc1)c1ccc(Cl)cc1 (stereo not given) | i | -0.99
CCN(CC)C(=O)Cn1cc(C(=O)C(=O)NCC2COc3ccccc3O2)c2ccccc21 (stereo not given) | i | 0.1
Cc1cc(OCC(=O)Nc2ccncc2)ccc1[N+](=O)[O-] | i | 0.16
CCn1cc(CCCC(=O)NCc2ccc(OC)cc2)c2ccccc21 | i | -2.5
CC(C)c1ccc(NC(=O)COc2ccc(F)cc2C(=O)c2cnn(-c3ccccc3)c2)cc1 | i | -0.44
CCOc1cccc(/C=N/NS(=O)(=O)c2ccc(C)c([N+](=O)[O-])c2)c1O | i | 3.2
C[n+]1cc[nH]c1SCC(=O)c1ccccc1 | i | -1.6
COc1ccc(OCc2cc(C(=O)NC(C)Cc3cccnc3)no2)c(Cl)c1 (stereo not given) | i | -0.23
CC(=O)c1cccc(NC(=O)c2ccc3c(Cl)c4c(nc3c2)CCCC4)c1 | i | -0.04
Cc1nc(NC(=O)CSc2nncs2)c(Cl)cc1Cl | i | 0.03
CCC1(CC)NC(=O)N(CC(=O)OCC(=O)Nc2ccc(C(F)(F)F)cc2)C1=O | i | -1.4
CCc1ccc(NC(=O)CSc2ccc(-c3ccco3)nn2)cc1 | i | -1.4
Cc1cccc(N/C(N)=N/c2nc(C)cc(C)n2)c1 | i | -2.6
O=C(Cc1ccc(-c2ccccc2)cc1)NC(c1ccccc1)c1ccccc1 | i | -1.2
CC1(C)CC(=O)C(N=Nc2cccnc2)=C(O)C1 | i | -0.62
O=C(Oc1cccc(NC2=NS(=O)(=O)c3ccccc32)c1)c1cccnc1 | i | 1.1
CCCCC(=O)N1CCCC(C(=O)OCC)C1 (stereo not given) | i | -0.07
COc1ccc(NC(=O)C2CC(=O)n3c(nc4ccccc43)N2)cc1 (stereo not given) | i | 0.38
Cc1ccc(C)c(S(=O)(=O)N2CCCC2CNC(=O)C(=O)NCc2ccccc2)c1 (stereo not given) | i | 0.65
COc1ccc(OC)c(NC2c3ncccc3C(=O)N2Cc2ccco2)c1 (stereo not given) | i | 0.48
COc1ccccc1N1CCN(C(=O)CSc2nc3ccccc3nc2N2CCC(C)CC2)CC1 | i | -1.1
COc1ccc(/C=N/Nc2ncnc3c2[nH]c2ccc(C)cc23)c(OC)c1OC | i | 0.76
COc1cc2c(cc1OC)C(Nc1ccc(S(N)(=O)=O)cc1)=NC(C)(C)C2 | i | 1.1
COC(=O)c1cc(C(=O)N(Cc2ccccc2)c2ccccn2)cc([N+](=O)[O-])c1 | i | -0.29
CN1CCN(C(=S)Nc2ccc(Oc3ccccc3)cc2)CC1 | i | 1.1

Continued:
SMILES | KCNQ2 inh | Kir21 block
c1ccc(C2C3=C(CCCC3)Nc3ncnn32)cc1 (stereo not given) | i | 0.9
O=C(NCCc1ccncc1)Nc1ccccc1Cl | i | -0.93
Cc1ccnc(Sc2nc3c(c(=O)[nH]c(=O)n3C)n2CCCc2ccccc2)n1 | i | 2.1
Cc1cccc(CSC2=NCCN2C(=O)c2ccco2)c1 | i | 1.3
Cc1cc(NC(=O)C(C)SCC(=O)OCC(=O)N(Cc2ccccc2)C(C)(C)C)no1 (stereo not given) | i | -1.5
Cc1ccc2c(c1)c(C1=c3ccccc3=NC1=O)c(O)n2C | i | 1.8
CCC(C)n1c(C)nc2c(c1=O)c1nc3ccccc3nc1n2CCC1=CCCCC1 (stereo not given) | i | 0.17
CC(=O)Nc1cc(NC(=O)CCCC(=O)O)ccc1Cl | i | 2.6
COC(=O)COc1ccc(NC(=O)c2ccco2)cc1 | i | 1.4
CC(C)=C1SC(N2CCN(c3ccc(Cl)cc3)CC2)=NC1=O | i | 0.21
CCCCn1nnnc1NCc1cc(OC)c(OC)c(OC)c1 | i | -0.94
O=C1NC(Cc2c[nH]c3ccccc23)C(=O)N1c1ccc(F)cc1 (stereo not given) | i | -0.05
O=c1cc(N2CCOCC2)cnn1-c1ccccc1 | i | -0.68
O=C(O)/C(=C\c1ccco1)NC(=O)c1ccccc1 | i | 1
CCOc1ccc(C(=O)Nc2ccc(NC(=O)c3cccs3)cc2)cc1[N+](=O)[O-] | i | -0.82
Nc1c(N2CCCC2)c2ccccc2oc1=O | i | 1.1
COc1ccc(C(c2nnnn2C(C)(C)C)N2CCN(C(=O)c3ccco3)CC2)cc1 (stereo not given) | i | -1.7
CN(C)S(=O)(=O)c1cc(NC(=O)Cn2ccsc2=N)ccc1Cl | i | -1.3
CCC(Oc1ccccc1)C(=O)Nc1ccc(S(=O)(=O)NCC2CCCO2)cc1 (stereo not given) | i | 0.97
CC(=O)Nc1ccc(NC(=O)c2ccc(COc3ccccc3Br)o2)cc1 | i | 0.73
O=C(NCCN1CCOCC1)C12CC3CC(C1)CC(c1ccccc1)(C3)C2 | i | 0.09
Cc1nc2ccccc2c2oc(C(=O)NCc3ccc4c(c3)OCO4)cc12 | i | 0.51
CCOCCCNC(=O)CN1C(=O)COc2ccc(S(=O)(=O)N3CC(C)CC(C)C3)cc21 (stereo not given) | i | -1
COc1ccc(-c2nnnn2C(C)C)cc1 | i | -0.54
COC(=O)c1ccc(S(=O)(=O)N2Cc3ccccc3C2)cc1 | i | 0.97
O=C(Cn1cc(-c2nnnn2-c2ccc(Cl)cc2)c(=O)c2ccccc21)c1ccccc1 | i | 0.58
CSCCC(NC(=O)COc1ccccc1)C(=O)OCc1ccc([N+](=O)[O-])cc1 (stereo not given) | i | -0.42
CSCC[C@H](NC(=O)N1CCn2c1nc1ccccc12)C(=O)N[C@H](Cc1ccccc1)C(=O)O | i | -0.46
COC(=O)COn1c(SCC(=O)OC)nc2ccccc2c1=O | i | 1.1
CC(=O)C1CCN(Cc2ccccc2)CC1 | i | 0
CCCCn1c(-c2ccc(Br)cc2F)nc2c1c(=O)[nH]c(=O)n2CC(C)C | i | 0.18
Cc1cccc(C(=O)NCCNc2nc3cc(C)c(C)cc3cc2C)c1 | i | -0.59
CN(C)S(=O)(=O)N(CC(=O)Nc1cccc(F)c1)c1ccccc1 | i | 0.02
O=C(c1ccccc1)c1c[nH]c(C(=O)NCCCN2CCOCC2)c1 | i | 0.16
CC1(C(=O)N2CC3(CC(c4cccc(NC(=O)CC(c5ccccc5)c5ccccc5)c4)=NO3)C[C@@H]2C(N)=O)CC1 (stereo not given in full) | i | 0.68
Cc1cccc2c(N=O)c(O)n(CCc3ccccc3)c12 | i | -0.34
CSc1ccc(/C=N/NC(=O)c2cccs2)cc1 | i | 0.17
Cc1c(C(=O)N2CCNCC2)oc2ccccc12 | i | -0.91
